LYP phosphatase – inhibitors of LYP phosphatase, biochemical, fluorescence intensity, uHTS (AID 1779). inhibition, % at 11.5 µM; hits with a dose series show IC50 in µM. recombinant LYP phosphatase, fluorescence intensity; higher % means a stronger effect. actives 0.054% (n = 290,000); in the data active = inhibition above about 50%;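 also: plate controls were vehicle with enzyme for no effect and no enzyme for full effect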
* = called active by the depositor.

SMILES | LYP phosphatase
COc1c(S(=O)(=O)N2CCN(C)CC2)ccc(Cl)c1Cl | -7%
CC(Sc1nnc(-c2ccco2)n1C)C(=O)N1C(C)CCCC1C (configuration not stated) | -12%
Cc1nn(C)cc1S(=O)(=O)Nc1ncccn1 | -7%
CCSc1nnc(SCC(=O)NNC(=O)c2ccccc2F)s1 | -8%
O=C1COc2ccc(S(=O)(=O)Nc3ccc(F)cc3)cc2N1 | -9%
COc1cc(/C=N/NC(=O)c2cc(O)cc(O)c2)ccc1OC(=O)c1ccccc1 | -3%
COc1cccc(-c2cccc(NC(=O)C3CCN(Cc4ccc(C)o4)CC3)c2)c1 | -6%
COc1ccc(CN(C)C(=O)CNC(=O)c2ccc(C)cc2)cc1 | -2%
COCCN(C(=O)CCC(=O)Nc1ccccn1)C(C(=O)NCCC(C)C)c1ccc(F)cc1 (configuration not stated) | -8%
COc1cc(CC(NC(C)=O)C(=O)NC2CCN(C(=O)c3ccc(C)cc3)CC2)cc(OC)c1 (configuration not stated) | -4%
Cn1ncc(Cl)c1C(=O)NNC(=O)Nc1cccc2ccccc12 | -5%
O=C(NCCc1nnc2ccc(SCC(=O)N3CCCC3)nn12)c1ccc(F)cc1 | -11%
Cc1nnsc1C(=O)NC1CCCc2c1cnn2-c1ccc(C(C)(C)C)cc1 (configuration not stated) | 7%
COc1cc(/C=C(/C#N)C(=O)Nc2ccccc2)c(Br)cc1OCc1ccc(C(=O)O)cc1 | 0%
CC(C)(C)OC(=O)N1Cc2ccccc2C[C@H]1C(=O)NCC(=O)NC1CCCCC1 | -7%
Nc1nnn(CC(=O)N/N=C/c2cn[nH]c2-c2ccccc2)n1 | 0%
CCc1ccc(C(=O)NNC(=O)c2ccc(=O)n(C)n2)cc1 | -4%
Cc1ccnc(NS(=O)(=O)c2ccc(NC(=O)C3CC3)cc2)n1 | -6%
COc1ccc(C(O)c2ncc(C(F)(F)F)cc2Cl)cc1 (configuration not stated) | -7%
CCOc1ccc(NC(=O)CN(C)C(=O)CSC(C)C(=O)Nc2cc(C)on2)cc1OCC (configuration not stated) | -22%
Cc1cc(C)n2nc(CC(=O)NNC(=O)c3ccc(N(C)C)cc3)nc2n1 | -6%
CC(C)(C)C(=O)C1=C(O)C(=O)N(c2ccccc2)C1c1ccccc1 (configuration not stated) | -6%
CCC(C)c1ccc(OCc2ccc(C(=O)O)o2)cc1 (configuration not stated) | -5%
CC(=O)N1CCN(c2ncnc3ccccc23)CC1 | -3%
CCc1ccc(/C=C2\SC(=S)N(CCCC(=O)Nc3ccc(C(=O)O)cc3)C2=O)cc1 | 1%

In a second layout: entries from further up
Molecule,LYP phosphatase
CCOc1ccc(NC(=O)CN(C)C(=O)CSC(C)C(=O)Nc2cc(C)on2)cc1OCC (configuration not stated),-22%
Cc1cc(C)n2nc(CC(=O)NNC(=O)c3ccc(N(C)C)cc3)nc2n1,-6%

Other structures.
SMILES | LYP phosphatase
Cc1cc2c(=O)n(C)c(SCC(=O)Nc3cccc(F)c3)nc2s1 | 4%
COc1ccc(CC(NC(C)=O)C(=O)NC2CCN(S(=O)(=O)c3ccccc3)CC2)c(OC)c1 (configuration not stated) | -7%
CCOc1ccc(NC(=O)CN(C)C(=O)c2ccc(C)o2)cc1OCC | -2%
COc1ccc(-c2nc(C(=O)NCC3CCCO3)cc3c2[nH]c2ccccc23)cc1 (configuration not stated) | 6%
COc1ccc(S(=O)(=O)Nc2ccc(S(=O)(=O)NCC3CCCO3)cc2)cc1 (configuration not stated) | -9%
C[C@H]1CN=C(Nc2ccccc2)N1CCCC1CCCCC1 | -4%
Cc1ccccc1NC(=O)NCC1CCN(Cc2cccc(Cl)c2)CC1 | -4%
CN(CC(=O)NCc1ccccc1Cl)S(=O)(=O)c1cccs1 | -14%
O=C(Cn1nnnc1CN1CCOCC1)N1CCC(c2cccc(Cl)c2)C1 (configuration not stated) | -5%
CCCCS(=O)(=O)N1CCCC(C(=O)Nc2ccc(Cl)cn2)C1 (configuration not stated) | -7%
COCCn1c(SCC(=O)NC(C)c2ccc(F)cc2)nc2ccccc21 (configuration not stated) | -5%
O=C(NCc1cccs1)C(=O)NCC1OCCCN1S(=O)(=O)c1cc(F)ccc1F (configuration not stated) | -7%
COc1cc([N+](=O)[O-])ccc1NC(=O)NN1CCN(C)CC1 | -12%
COc1ccc(C(=O)Nc2ccnn2C2CCN(C3CCC3)CC2)cc1 | -6%
CSc1ccc(-c2sc(Nc3ccccc3)n[n+]2-c2ccccc2)cc1 | -8%
CCN=C1S/C(=C\c2cn(CC(=O)NCc3ccco3)c3ccccc23)C(=O)N1CC | -10%
COc1ccc(CN2CCNC(=O)C2CC(=O)NCCc2nc(C)c3c(n2)CCC3)cc1C (configuration not stated) | -4%
CCc1ccc(S(=O)(=O)NCCOc2cccc3cccnc23)cc1 | -3%
COc1ccc(CCNC(=O)C2CCN(S(=O)(=O)c3ccc(F)cc3)CC2)cc1 | -3%
O=C(Cc1ccccc1)NCC(=O)N1CCN(c2ccccc2)CC1 | -5%
COC(=O)c1ccc(C2c3[nH]c4ccccc4c3C[C@H]3C(=O)N(C)CC(=O)N23)cc1 (some centres not stated) | -6%
O=C(NCCN1CCOCC1)c1ccc(/C=C2\Sc3ccccc3N(Cc3ccccc3F)C2=O)cc1 | -2%
Cc1cc(S(=O)(=O)N2CCOCC2)ccc1OCC(=O)NCc1ccccn1 | 1%
CCN(CC)CCN(C(=O)CN1C(=O)c2ccccc2C1=O)c1nc2cc3c(cc2s1)OCO3 | -8%
COc1ccc(/C=C2\SC(=S)N(CCC(=O)N3CCCCC3)C2=O)cc1 | -8%
SMILES | LYP phosphatase
CCc1ccc(N(C(=O)c2snc(C(N)=O)c2N)C(C(=O)NC2CCCC2)c2ccncc2)cc1 (configuration not stated) | -6%
Cc1ccc(N=C2C(=O)Nc3ccc(Br)cc32)cc1 | -2%
CC1CCc2sc(C(=O)N3CCN(c4ncccn4)CC3)cc2C1 (configuration not stated) | -5%
COc1ccc(C(=O)Nc2c(N)nc(SCC(=O)Nc3ccc(NC(C)=O)cc3)[nH]c2=O)cc1OC | -5%
CCc1nnc(NC(=O)CN2CCN(CC)CC2)s1 | -8%
Cc1ccc(C)c(N(C(=O)c2csnn2)C(C(=O)NC2CCCC2)c2ccncc2)c1 (configuration not stated) | -4%
O=[N+]([O-])c1ccc(/C=N\NS(=O)(=O)c2ccc(F)cc2)o1 | -9%
Cc1ccc(Cn2c(C(C)Nc3nc(-c4ccc(C)cc4)cs3)nc3cc(Cl)c(Cl)cc32)cc1 (configuration not stated) | -4%
Cc1ccccc1S(=O)Cc1ccc(C(=O)N2CCN(C(=O)c3ccco3)CC2)o1 (configuration not stated) | -6%
O=C(NC(=S)Nc1ccccc1N1CCOCC1)c1ccccc1F | 4%
Cc1ccc(NC(=O)NNC(=O)c2cc3ccccc3cc2O)cc1 | 2%
COc1ccc(/C=C/C(=O)N2CCN(c3ccccn3)CC2)cc1 | 0%
CC(C)CC(=O)N1CCN(Cc2ccc(Br)cc2)CC1 | -1%
COc1cccc(CNC(=O)c2ccccc2NC(=O)C2=C(C)OCCS2)c1OC | -7%
CC(=O)N1CCc2cc(S(=O)(=O)CCC(=O)N(C)c3cc(C)ccc3C)ccc21 | -11%
Cc1cc(=O)[nH]c(SCc2ccccc2)n1 | -8%
Cc1ccccc1N1CCN(S(=O)(=O)c2nnc(NC(=O)c3ccco3)s2)CC1 | -6%
CCOc1ccc(NC(=O)COc2cccc3c2CCN(Cc2cccnc2)C3=O)cc1 | -1%
COc1ccc(C)cc1N(CC(=O)Nc1ccc(S(=O)(=O)N2CCOCC2)cc1)S(C)(=O)=O | -8%
C[C@H](NC(=O)c1nc[nH]c1C(=O)N[C@@H](Cc1ccccc1)C(=O)OCc1ccccc1)C(=O)OC(C)(C)C | -3%
C=CCN(C(=O)c1csnn1)C(C(=O)NC1CCCC1)c1ccc(F)cc1 (configuration not stated) | -4%
O=C(NCCN1CCOCC1)c1c(Cl)cccc1Cl | -8%
CC(C)=C(NC(=O)c1ccccc1)C(=O)NCCc1nc2ccccc2[nH]1 | -12%
CCOC(=O)C1CCCN(C(=O)c2ccccc2NC(=O)C2=C(C)OCCS2)C1 (configuration not stated) | -7%
Cc1cccc(OCCCC(=O)N2CCCCCC2)c1C | -11%
SMILES | LYP phosphatase
COc1cc(NC(=O)c2ccc3c(c2)OCCO3)ccc1NC(=O)c1ccccc1Cl | -8%
Nc1nc2ccc(NC(=O)c3ccco3)cc2s1 | -12%
COc1ccc(NC(=O)CN(C)C(=O)c2ccc(-c3cccc(C(F)(F)F)c3)o2)cc1 | -2%
Cc1cc2[nH]c(=O)c(=O)[nH]c2cc1S(=O)(=O)Nc1cccc(Cl)c1 | -6%
CC(C)(C)SC(=O)CC1NS(=O)(=O)OCC1NC(=O)OCC(Cl)(Cl)Cl (configuration not stated) | -9%
CC1CCCC(NS(=O)(=O)c2cc(Br)cnc2N)C1C (configuration not stated) | -7%
CC(C(=O)N(C)C)N1c2cccc3cccc(c23)S1(=O)=O (configuration not stated) | -3%
O=C(Cc1cccc2ccccc12)Nc1cc(C(=O)O)cc(C(=O)O)c1 | -11%
C=CCNC(=O)Cn1c(=O)c2c(ncn2CCC(C)C)n(Cc2ccccc2)c1=O | -12%
COc1ccc(C(=O)Nc2ccc(NC(=O)c3ccccc3F)cn2)cc1 | -8%
CC(C)(C)c1ccc(OCC(=O)Nc2ccc(C(=O)Nc3ccccc3C(=O)O)cc2)cc1 | 0%
COc1cc(OC)cc(C(=O)OCC(=O)NC(C)CCc2ccccc2)c1 (configuration not stated) | -1%
COc1ccc(CNc2nnnn2C)cc1 | -2%
CCn1c(SCC(=O)N2CCCC(C)C2)nc2c1c(=O)n(C)c(=O)n2C (configuration not stated) | -6%
Cc1cc(F)ccc1S(=O)(=O)N1CCCOC1CNC(=O)C(=O)NCCCN1CCOCC1 (configuration not stated) | -11%
CCOC(=O)c1ccc(NC(=O)CCc2nnc3ccc(N4CCCC4)nn23)cc1 | -11%
O=C(CSc1nnc(NC(=O)C2CC(=O)N(c3ccccc3)C2)s1)NCC1CCCO1 (configuration not stated) | -10%
O=C(NCc1ccccc1)c1onc(CSc2nc3ccccc3[nH]2)c1C(=O)NCc1ccccc1 | -6%
Cc1ccc2cc(CCNC(=O)C3CCCCC3)c(=O)[nH]c2c1C | -10%
CSc1nc(=S)n(-c2ccccc2)c(C)c1C(C)=O | -5%
COc1ccc(NC(=O)CS(=O)c2ccc(F)cc2)cc1 (configuration not stated) | -14%
O=C1Nc2ccccc2/C1=C\C(=O)c1ccccc1 | -6%
CCCCC(=O)NC(c1ccc(C(C)C)cc1)c1ccc2cccnc2c1O (configuration not stated) | -8%
COCCCNC(=O)C(=O)Nc1cc2c3c(c1)CCC(=O)N3CCC2 | -10%
Nc1cccc2c1C(=O)N(Cc1nnc(-c3ccccc3Br)o1)C2=O | -11%
SMILES | LYP phosphatase
COc1ccccc1N1CCN(C(=O)C(C)CS(=O)(=O)c2ccc3c(c2)NC(=O)CS3)CC1 (configuration not stated) | 5%
Cc1cc(NC(=O)c2cc(-c3ccccn3)nc3c(Cl)cccc23)no1 | -6%
CCn1nnnc1SCC(=O)Nc1ccc(F)cc1 | -7%
COc1ccc(NC(=O)c2ccc([N+](=O)[O-])o2)cc1 | -5%
CC(=O)N1c2ccc(S(=O)(=O)NCCC(=O)N3CCCC(C)C3)cc2CC1C (configuration not stated) | -8%
Fc1ccc(Br)cc1SCCc1ccncc1 | -6%
O=C(NNC(=S)NCc1ccco1)c1ccccc1Br | -5%
CCOc1ccc(CN(C)C(=O)[C@H](Cc2ccccc2)NC(=O)OCc2ccccc2)cc1OC | -2%
COc1ccc(S(=O)(=O)N(Cc2ccccc2)c2ccccc2C(=O)N2CCOCC2)cc1 | -6%
Nc1cc(N)nc(SCCc2ccccc2)n1 | -12%
Cc1ccc(F)cc1CNC(=O)C1CCC(=O)N(CCc2ccccc2)C1 (configuration not stated) | -15%
CCOC(=O)Cn1c(=O)n(Cc2ccccc2)c(=O)c2cccnc21 | 3%
Cc1cc(SCc2ccc([N+](=O)[O-])cc2)nc(=O)[nH]1 | -5%
CCCCn1c(C2CCCCC2)nc2cc3[nH]c(=O)c(C(C)C)nc3cc21 | 0%
CC(C)C[C@@H](C(=O)NCC1CCCO1)N1C(=O)N2CCc3c([nH]c4ccccc34)[C@@]2(C)C1=O (some centres not stated) | -13%
COc1ccccc1CNC(=O)C1CCC(CNS(=O)(=O)c2ccccc2)CC1 (configuration not stated) | -2%
COc1ccc(-c2nc(CS(=O)CC(=O)NCc3ccc4c(c3)OCO4)c(C)o2)cc1OC (configuration not stated) | -11%
COc1ccc(CC(=O)N/N=C(\C)CC(=O)Nc2ccc(N(C)C)cc2)cc1OC | -4%
CC(C)c1ccccc1OCC(=O)Nc1ccccc1C(=O)N1CCOCC1 | -6%
CN(C)S(=O)(=O)c1ccc(C(=O)NCC[N+]2(C)CCCCCC2)o1 | -5%
COc1ccc(CNC(=O)c2cc(=O)c3c(C)cc(C)cc3o2)cc1 | -4%

Grouped by structure: those above with two or more sulfur atoms.
SMILES | LYP phosphatase
CCSc1nnc(SCC(=O)NNC(=O)c2ccccc2F)s1 | -8%
CCc1ccc(/C=C2\SC(=S)N(CCCC(=O)Nc3ccc(C(=O)O)cc3)C2=O)cc1 | 1%
Cc1cc2c(=O)n(C)c(SCC(=O)Nc3cccc(F)c3)nc2s1 | 4%
COc1ccc(S(=O)(=O)Nc2ccc(S(=O)(=O)NCC3CCCO3)cc2)cc1 (configuration not stated) | -9%
CN(CC(=O)NCc1ccccc1Cl)S(=O)(=O)c1cccs1 | -14%
O=C(NCc1cccs1)C(=O)NCC1OCCCN1S(=O)(=O)c1cc(F)ccc1F (configuration not stated) | -7%
CSc1ccc(-c2sc(Nc3ccccc3)n[n+]2-c2ccccc2)cc1 | -8%
COc1ccc(/C=C2\SC(=S)N(CCC(=O)N3CCCCC3)C2=O)cc1 | -8%
Cc1ccccc1N1CCN(S(=O)(=O)c2nnc(NC(=O)c3ccco3)s2)CC1 | -6%
COc1ccc(C)cc1N(CC(=O)Nc1ccc(S(=O)(=O)N2CCOCC2)cc1)S(C)(=O)=O | -8%
CC(C)(C)SC(=O)CC1NS(=O)(=O)OCC1NC(=O)OCC(Cl)(Cl)Cl (configuration not stated) | -9%
O=C(CSc1nnc(NC(=O)C2CC(=O)N(c3ccccc3)C2)s1)NCC1CCCO1 (configuration not stated) | -10%
CSc1nc(=S)n(-c2ccccc2)c(C)c1C(C)=O | -5%
COc1ccccc1N1CCN(C(=O)C(C)CS(=O)(=O)c2ccc3c(c2)NC(=O)CS3)CC1 (configuration not stated) | 5%

Some of the compounds tested (hit frequency here may not be typical).
